High-throughput results: PubChem, The Scripps Research Institute Molecular Screening Center
PAD4 inh: human PAD4 inhibitors, primary screen, biochemical, fluorescence polarization, 1536-well format; Protein-arginine deiminase type-4 (Homo sapiens), Q9UM07; recombinant PAD4, RCA probe fluorescence polarization; inhibition, % at 6.36 µM; 0.41% of 330,000 active; AID 485272, 2010;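 active means percent inhibition above a cutoff equal to the mean of all tested compounds plus 3 SD, cut at about 15% in these data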;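 further: 0% = PAD4 with RCA probe and DMSO and 100% = probe without PAD4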
Target sequence (Q9UM07 whole entry, looked up): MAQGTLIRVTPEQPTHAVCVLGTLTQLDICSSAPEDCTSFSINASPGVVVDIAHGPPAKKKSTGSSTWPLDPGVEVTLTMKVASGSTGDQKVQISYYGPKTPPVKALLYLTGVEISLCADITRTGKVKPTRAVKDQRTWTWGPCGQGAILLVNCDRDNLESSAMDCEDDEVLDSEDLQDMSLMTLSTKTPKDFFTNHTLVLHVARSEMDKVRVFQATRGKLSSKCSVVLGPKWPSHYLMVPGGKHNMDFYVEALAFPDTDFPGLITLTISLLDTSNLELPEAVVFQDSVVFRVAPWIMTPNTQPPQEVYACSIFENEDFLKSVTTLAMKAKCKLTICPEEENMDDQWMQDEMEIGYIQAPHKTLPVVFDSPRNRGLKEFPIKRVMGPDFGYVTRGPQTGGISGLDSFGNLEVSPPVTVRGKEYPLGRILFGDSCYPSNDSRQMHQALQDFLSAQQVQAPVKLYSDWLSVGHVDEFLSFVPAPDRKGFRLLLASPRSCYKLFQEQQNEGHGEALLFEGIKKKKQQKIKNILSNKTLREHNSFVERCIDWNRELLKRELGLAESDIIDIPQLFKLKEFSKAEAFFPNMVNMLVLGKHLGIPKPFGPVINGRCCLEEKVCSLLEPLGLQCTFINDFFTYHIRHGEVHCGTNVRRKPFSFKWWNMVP
GSTO1 counter: inhibitors of recombinant GSTO1, primary screen, counter-screen for RBBP9 inhibitor project, biochemical, fluorescence polarization. activity-based probe fluorescence polarization. inhibition, % at 5.96 µM. 1.1% of 300,000 active;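 active means inhibition above the campaign mean inhibition plus 3 SD, cut at about 35% in these data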;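 further: 0% = GSTO1-1 with DMSO and 100% = wells lacking GSTO1-1 enzyme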
PAFAH1B3 inh: PAFAH1B3 enzyme inhibitors, primary screen, biochemical, fluorescence polarization, human; recombinant PAFAH1B3, FP-rhodamine probe; inhibition, % at 3.39 µM; 0.28% of 340,000 active;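 active means inhibition above the screen-wide average of all tested compounds plus 3 SD, cut at about 25% in these data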;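 further: 0% = enzyme with DMSO only and 100% = wells lacking PAFAH1B3 protein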
PME-1 primary: PME-1 inhibitors via competitive probe labeling, primary screen, biochemical, fluorescence polarization, FP-Rh probe, HTS | 0.53% of 320,000 active | Protein phosphatase methylesterase 1 (Homo sapiens), Q9Y570 | AID 2130, 2009 | inhibition, % at 5.9 µM | recombinant PME-1;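 active means inhibition above the campaign mean of all compounds plus 3 SD, cut at about 26% in these data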;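 further: competitive labeling of PME-1 active site by serine hydrolase directed probe; 0% = PME-1 with DMSO and 100% = wells lacking PME-1 enzyme; inhibitors block probe labeling so polarization falls and inhibition rises; many of its hits are not listed in these tables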
Target sequence (Q9Y570 whole entry, looked up): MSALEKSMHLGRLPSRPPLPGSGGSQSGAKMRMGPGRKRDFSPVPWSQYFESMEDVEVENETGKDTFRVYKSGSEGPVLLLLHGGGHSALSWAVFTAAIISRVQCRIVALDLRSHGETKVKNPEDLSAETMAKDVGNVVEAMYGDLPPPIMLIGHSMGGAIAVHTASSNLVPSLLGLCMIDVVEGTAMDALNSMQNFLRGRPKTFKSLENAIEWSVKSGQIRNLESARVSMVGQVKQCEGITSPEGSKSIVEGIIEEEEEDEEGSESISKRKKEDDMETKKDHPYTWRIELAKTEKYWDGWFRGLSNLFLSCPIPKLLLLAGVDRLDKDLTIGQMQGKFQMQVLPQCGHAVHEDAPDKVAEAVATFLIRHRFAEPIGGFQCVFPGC
LYPLA1 inh: LYPLA1 inhibitors, primary screen, counter-screen for PME1 inhibitor project, biochemical, fluorescence polarization, FP-Rh probe ABPP; recombinant LYPLA1; Acyl-protein thioesterase 1 (Homo sapiens), O75608; inhibition, % at 5.9 µM; 0.16% of 320,000 active;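 active means inhibition above the mean of all tested compounds plus 3 SD, set per campaign, cut at about 14% in these data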;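 further: inhibitors block serine hydrolase probe labeling of LYPLA1 so polarization falls; 0% = enzyme with DMSO and 100% = wells lacking LYPLA1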
PAFAH2 inh: PAFAH2 enzyme inhibitors, primary screen, biochemical, fluorescence polarization, human. Platelet-activating factor acetylhydrolase 2, cytoplasmic (Homo sapiens), Q99487. recombinant PAFAH2, FP-rhodamine activity probe. inhibition, % at 3.39 µM. 0.99% of 340,000 active;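 active means inhibition above the mean over all tested compounds plus 3 SD, cut at about 30% in these data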;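 further: inhibitors block probe labeling of enzyme so polarization drops; 0% = enzyme with DMSO and 100% = wells lacking PAFAH2 protein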
PAFAH1B2 inh: PAFAH1B2 enzyme inhibitors, primary screen, biochemical, fluorescence polarization, human. AID 492953, 2010. recombinant PAFAH1B2, FP-rhodamine activity probe. Platelet-activating factor acetylhydrolase IB subunit alpha2 (Homo sapiens), P68402. 1.2% of 340,000 active. inhibition, % at 3.39 µM;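 active means inhibition above the mean of all tested compounds plus 3 SD, cut at about 24% in these data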;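 further: 0% = enzyme with DMSO and 100% = wells lacking PAFAH1B2; many of its hits are not listed in these tables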
pPAFAH FP inh: pPAFAH enzyme inhibitors, primary screen, biochemical, fluorescence polarization, human; recombinant pPAFAH, FP-rhodamine probe fluorescence polarization; Platelet-activating factor acetylhydrolase (Homo sapiens), Q13093; inhibition, % at 3.39 µM; 1.5% of 330,000 active;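 active means inhibition above the mean inhibition across the screen plus 3 SD, cut at about 25% in these data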;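 further: inhibitors block binding of the rhodamine activity-based probe so polarization drops; 0% = enzyme with DMSO and 100% = wells lacking pPAFAH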
LYPLA2 inh: LYPLA2 inhibitors, primary screen, counter-screen for PME1 inhibitor project, biochemical, fluorescence polarization, FP-Rh probe ABPP | Acyl-protein thioesterase 2 (Homo sapiens), O95372 | recombinant LYPLA2 | inhibition, % at 5.9 µM | 0.38% of 320,000 active | AID 2177, 2009;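 active means inhibition above the screen-wide mean plus 3 SD, limit set per campaign, cut at about 26% in these data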;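 further: 0% = LYPLA2 with DMSO and 100% = wells lacking LYPLA2 enzyme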
* hit, by the source's call; nt = no result given. The list is partial, so the mix of outcomes need not match the whole.

SMILES	PAD4 inh	GSTO1 counter	PAFAH1B3 inh	PME-1 primary	LYPLA1 inh	PAFAH2 inh	PAFAH1B2 inh	pPAFAH FP inh	LYPLA2 inh
COC(=O)C(CCCCN1C(=O)C2C3C=CC(C3)C2C1=O)N1C(=O)C2C3C=CC(C3)C2C1=O (configuration not stated)	-1	0	4	-3	1	0	5	2	3
N#CCCN1CCN(Cc2ccccc2)CCC1=O	0	5	0	0	2	2	-1	5	4
COc1ccc(C(=O)Nc2nnc(SCC(=O)NCC3CCCO3)s2)cc1OC (configuration not stated)	-1	-1	8	-6	2	-7	-1	2	9
O=C(O)c1ccc(N=NN2CCCCCC2)cc1	-5	0	4	-10	1	7	7	-9	1
O=C(Nc1ccccc1)NC1CS(=O)(=O)CC1O (configuration not stated)	-4	0	5	6	-1	8	-1	3	7
Oc1ccccc1C1=NCCNC(C(F)(F)C(F)F)=C1	-3	-4	0	5	0	-2	-4	0	7
Cc1ccc(S(=O)(=O)N(CC(=O)Nc2cccnc2)c2ccccc2C)cc1	-6	4	2	-1	-3	-5	4	3	-3
CCOC(=O)c1sc(N)c(C(=O)Nc2ccccc2)c1C	0	9	11	-4	-1	4	3	-1	-7
O=C(O)CC(c1cccc(Cl)c1)n1cccc1 (configuration not stated)	1	-4	-8	-5	1	-4	0	4	5
CC1CCC2(CC1)NC(=O)N(CC(=O)N1CCN(C(=O)c3ccco3)CC1)C2=O (configuration not stated)	-1	nt	8	-4	1	1	-3	-1	7
C=CCn1c(COc2cccc3ccc(C)nc23)nnc1SCC(=O)OC	-1	1	3	4	-2	1	-1	2	1
CCC(C)(C)NC(=O)c1cccc(NC(=O)C(C)C)c1	-1	-8	3	-3	-3	5	6	1	-8
Cn1c(-c2c(N)n(CCc3ccccc3)c3nc4ccccc4nc23)nc2ccccc21	2	2	13	14	-8	11	4	6	-2
COc1ccc(N(C(=O)CNC(=O)c2ccco2)C(C(=O)NCC2CCCO2)c2ccccc2)cc1Cl (configuration not stated)	1	6	1	3	1	7	5	2	0
COc1cc(OC)cc(C(=O)OCC(=O)Nc2cccc(S(=O)(=O)NC3=NCCCCC3)c2)c1	1	nt	8	nt	nt	-7	8	2	nt
Cn1c(SCC(=O)c2ccccc2)nnc1-c1cccc(N)c1	1	-4	1	-10	2	-3	-5	4	-5
COc1ccc(-n2c(-c3ccccc3)cc3c2CCCC3=O)cc1	-4	-1	3	15	0	-2	1	18	-1
O=C(c1cccc2nccnc12)N1CCCC(Nc2ccc(F)c(F)c2)C1 (configuration not stated)	3	2	8	1	2	5	3	0	6
Cc1nn(CC(O)CN2c3ccccc3Sc3ccccc32)c(C)c1Br (configuration not stated)	8	0	5	9	-2	2	4	12	8
CCc1ccc2c(c1)C(c1ccc([N+](=O)[O-])cc1)=NNC(c1ccc(C)cc1)=N2	-10	-1	0	-4	-2	-2	2	-1	-2
CC(Oc1ccc(Cl)cc1Cl)C(=O)Nc1ccc(OCC(=O)O)cc1 (configuration not stated)	0	9	0	-7	-2	8	1	5	-3
Cc1cc2cc(CNC(=O)c3ccc(S(=O)(=O)N4CCCCC4)cc3)ccc2n1C	31*	-2	-2	-7	0	-8	-4	31*	-6
CCCCSC1(SCCCC)N=C(N)C2(C#N)C(c3ccccc3)NC(C)=CC12C#N (configuration not stated)	2	1	0	2	-4	3	-1	0	0
Cc1cc(C)cc(OCC(=O)OCc2cc([N+](=O)[O-])cc3c2OCOC3)c1	-1	nt	3	nt	nt	3	-1	20	nt
Cc1ccc2ncnc(NCCC(=O)O)c2c1	5	-2	9	0	-1	5	3	-4	-2
CC1CN(S(=O)(=O)c2ccc(F)cc2)C(C)N1C(=O)N1CCOCC1 (configuration not stated)	-1	0	6	-4	-3	-7	-1	5	3
CCOC(=O)c1sc(NC(=O)c2ccccc2)cc1C	-1	-6	3	-9	-9	-7	4	4	-2
CCC(C)NS(=O)(=O)c1cc2c3c(c1)CCC(=O)N3CCC2 (configuration not stated)	-2	-3	-2	1	4	4	1	0	1
CCCCC(C(=O)NC1CCCC1)N(C(=O)c1snc(C(N)=O)c1N)c1ccc(OCC)cc1 (configuration not stated)	4	-2	3	9	2	1	0	1	-4
O=C(NC1CCCC1)C(c1ccccc1)N(C(=O)c1ccno1)c1cccnc1 (configuration not stated)	-1	6	-5	-1	2	-2	1	-4	1
COc1ccccc1C(=O)Nc1cccc(S(=O)(=O)N2CCCC2)c1	-3	13	-7	7	-1	-4	-1	1	4
COc1ccccc1N1CCN(C2CCCC(C)C2)CC1 (configuration not stated)	-1	5	9	6	1	9	2	-1	2
O=C1c2cccc([N+](=O)[O-])c2C(=O)N1c1cccnc1	2	3	9	0	-3	10	5	-4	-4
O=C(CSCc1ccccc1)N1CCN(C(=O)c2ccco2)CC1	-6	7	10	2	-3	2	3	8	-2
Cc1ccc(C)c(NC(=O)CCNS(=O)(=O)c2ccc3[nH]c(=O)oc3c2)c1	-3	1	9	-4	0	1	4	7	3
CCN(CC)C(=O)[C@H]1CC(CC(=O)NCCCOC)C(=O)N2CCc3c([nH]c4ccccc34)[C@]12C (some centres not stated)	2	nt	-1	nt	nt	-8	1	3	nt
Cc1cccc(C(=O)NNC(=O)c2ccc(NC(=O)C(C)(C)C)cc2)c1	-1	0	17	1	-2	-9	0	-1	-6
COc1ccccc1C(=O)N/C(=C\c1ccc(Br)cc1)C(=O)NCC(=O)O	-3	-1	11	0	3	-10	6	1	3
Cc1ccc(Sc2ncccc2C(=O)O)cc1	1	5	10	-3	2	-2	6	2	6
CCCC(=O)NC(=S)Nc1ccc(S(=O)(=O)N2CCc3ccccc32)cc1	-2	-41	nt	-12	-10	nt	nt	2	-25
OC(Cn1cncn1)(c1ccc(F)cc1)c1ccc(Cl)cc1 (configuration not stated)	-3	-3	5	3	7	3	4	8	2
COc1ccc(CN2CC(C(=O)NCCC3=CCCCC3)CC2=O)cc1 (configuration not stated)	2	-5	-3	-2	1	7	10	8	4
CCn1c(SCC(=O)Nc2ccc(C)cc2)nc(O)cc1=O	-3	-3	9	-4	-3	6	11	8	-5
CCOC(=O)C(CC)n1nc(C)n2c(cc3sccc32)c1=O (configuration not stated)	0	6	8	2	-3	-11	2	3	10
NC(=O)c1sc2nc(N3CCOCC3)c3c(c2c1N)CCCC3	-2	4	5	8	1	-5	4	3	6
C(=C\c1nccc2c1[nH]c1ccccc12)/c1ccccc1	0	-9	8	-15	-9	-5	8	-2	-17
CCCCNS(=O)(=O)c1ccc2nc(SCC(=O)Nc3ccccc3Cl)[nH]c2c1	-2	0	5	-7	-21	-14	-2	11	-33
O=C(C[n+]1ccccc1)N/N=C/c1ccccc1Cl	0	nt	5	-3	2	4	4	4	3

Full records, looked up by structure.
CCCC(=O)NC(=S)Nc1ccc(S(=O)(=O)N2CCc3ccccc32)cc1 in the list: PAD4 inh: -2; GSTO1 counter: -41; PAFAH1B3 inh: nt; PME-1 primary: -12; LYPLA1 inh: -10; PAFAH2 inh: nt; PAFAH1B2 inh: nt; pPAFAH FP inh: 2; LYPLA2 inh: -25
C(=C\c1nccc2c1[nH]c1ccccc12)/c1ccccc1 in the list: PAD4 inh: 0; GSTO1 counter: -9; PAFAH1B3 inh: 8; PME-1 primary: -15; LYPLA1 inh: -9; PAFAH2 inh: -5; PAFAH1B2 inh: 8; pPAFAH FP inh: -2; LYPLA2 inh: -17

Additional entries.
SMILES	PAD4 inh	GSTO1 counter	PAFAH1B3 inh	PME-1 primary	LYPLA1 inh	PAFAH2 inh	PAFAH1B2 inh	pPAFAH FP inh	LYPLA2 inh
NC(=O)c1ccccc1N=Cc1ccc2ccccc2c1	1	-1	2	2	-5	-1	3	4	-5
CN1CCN(Cc2nc3c(c(=O)[nH]c(=O)n3C)n2CCc2ccccc2)CC1	3	3	6	2	-2	-1	2	0	-1
CCOc1cccc(SCc2noc(C(=O)NC(C)C)c2C(=O)O)c1	-4	-15	nt	-1	-1	nt	nt	-1	9
CSC1=NCCN1C(=O)c1c(F)cccc1F	0	-5	7	-1	2	-2	3	2	-1
CN(CC(=O)Nc1cccc(F)c1)C(=O)c1ccccc1CCc1ccccc1	8	-8	3	0	-4	-4	5	4	-6
S=C(CN1CCCC1=S)NCCc1ccccc1	-1	-5	0	-7	2	4	6	-4	7
CCCCc1ccc(/C(C)=N/NC(=O)C2CCCC2)cc1	0	3	13	4	-1	0	-4	-4	0
Cc1ccccc1/C(N)=N/OC(=O)c1cccs1	-4	6	0	1	2	-5	-1	5	1
COc1cccc(NC(=O)CSc2nnc3cc(C)nc(N)n23)c1	-2	7	4	2	3	1	7	4	10
CN(C(=O)CC1C(=O)NCCN1Cc1ccc(F)c(F)c1)C1CCOCC1 (configuration not stated)	0	2	-1	-4	2	3	2	59*	2
O=C(NN=C1CCN(Cc2ccccc2)CC1)c1cc(Br)ccc1O	1	-8	9	1	0	12	-1	16	6
CCOC(=O)C1CCN(C2=NC(=O)/C(=C/c3ccc(OC)c(OC)c3)S2)CC1	2	-4	9	3	-2	-1	4	1	-2

Entries from the list above that have an aryl methoxy group, in the order listed:
SMILES	PAD4 inh	GSTO1 counter	PAFAH1B3 inh	PME-1 primary	LYPLA1 inh	PAFAH2 inh	PAFAH1B2 inh	pPAFAH FP inh	LYPLA2 inh
COc1ccc(C(=O)Nc2nnc(SCC(=O)NCC3CCCO3)s2)cc1OC (configuration not stated)	-1	-1	8	-6	2	-7	-1	2	9
COc1ccc(N(C(=O)CNC(=O)c2ccco2)C(C(=O)NCC2CCCO2)c2ccccc2)cc1Cl (configuration not stated)	1	6	1	3	1	7	5	2	0
COc1cc(OC)cc(C(=O)OCC(=O)Nc2cccc(S(=O)(=O)NC3=NCCCCC3)c2)c1	1	nt	8	nt	nt	-7	8	2	nt
COc1ccc(-n2c(-c3ccccc3)cc3c2CCCC3=O)cc1	-4	-1	3	15	0	-2	1	18	-1
COc1ccccc1C(=O)Nc1cccc(S(=O)(=O)N2CCCC2)c1	-3	13	-7	7	-1	-4	-1	1	4
COc1ccccc1N1CCN(C2CCCC(C)C2)CC1 (configuration not stated)	-1	5	9	6	1	9	2	-1	2
COc1ccccc1C(=O)N/C(=C\c1ccc(Br)cc1)C(=O)NCC(=O)O	-3	-1	11	0	3	-10	6	1	3
COc1ccc(CN2CC(C(=O)NCCC3=CCCCC3)CC2=O)cc1 (configuration not stated)	2	-5	-3	-2	1	7	10	8	4
COc1cccc(NC(=O)CSc2nnc3cc(C)nc(N)n23)c1	-2	7	4	2	3	1	7	4	10
CCOC(=O)C1CCN(C2=NC(=O)/C(=C/c3ccc(OC)c(OC)c3)S2)CC1	2	-4	9	3	-2	-1	4	1	-2
